VLA-4 inh = inhibition in human VLA-4 binding assay, primary screen, VLA-4 allosteric modulator project, MLPCN library, flow cytometry, VLA-4 expressing cells; Integrin alpha-4 (Homo sapiens), P13612; ligand binding flow cytometry; inhibition, % (about 7 µM as worked out from the volumes in the protocol); AID 2557, 2010; hit rate 0.2% among 330,000; in the data active = inhibition above about 50%
HCV core dimer = inhibitors of HCV core protein dimerization, primary screen, biochemical, TR-FRET, high-throughput | TR-FRET GST/Flag-core106 dimerization, 1536-well | AID 1899, 2009 | inhibition, % at 5 µM | hit rate 0.33% among 300,000;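 active = inhibition above the mean of all tested compounds plus 3 SD, set per screening campaign, cut at about 45% in these data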
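Assay system – GST-tagged and Flag-tagged HCV core protein residues 1-106 · Quantity – core106 proteins, GST 13.5 nM and Flag 17 nM · Benchmarks – unlabelled core106 and no-GST-core106 wells · Read-out basis – percent inhibition of core106 dimerization signal · Detection – time-resolved FRET, ex 340 nm, em 617 and 671 nm · Schedule – 4 h at 22.5 °C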
PP1 counter = PP1-alpha phosphatase inhibitors, primary screen, counter-screen for PP5 inhibitor project, biochemical, fluorescence, OMFP substrate, single point. Serine/threonine-protein phosphatase PP1-alpha catalytic subunit (Homo sapiens), P62136. purified PP1alpha. inhibition, % at 6.7 µM. hit rate 0.9% among 320,000;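 active = inhibition above the mean inhibition of all tested compounds plus 3 SD, computed separately for each screening campaign, cut at about 15% in these data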
proCasp3 act = activators of human procaspase-3 D3A mutant, primary screen, biochemical, absorbance, PC-3 D3A mutant, single concentration. hit rate 0.11% among 330,000. Caspase-3 (Homo sapiens), P42574. activation, % at 8.5 µM. recombinant procaspase-3 D3A, Ac-DEVD-pNA absorbance 405 nm. AID 463141, 2010;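 active = activation above the mean of all tested compounds plus 3 SD, cut at about 21% in these data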;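 note: 0% = DMSO alone and 100% = DMSO wells spiked with extra 5 µM PC-3 D3A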
Target sequence (P42574 whole entry D9A/D28A/D175A): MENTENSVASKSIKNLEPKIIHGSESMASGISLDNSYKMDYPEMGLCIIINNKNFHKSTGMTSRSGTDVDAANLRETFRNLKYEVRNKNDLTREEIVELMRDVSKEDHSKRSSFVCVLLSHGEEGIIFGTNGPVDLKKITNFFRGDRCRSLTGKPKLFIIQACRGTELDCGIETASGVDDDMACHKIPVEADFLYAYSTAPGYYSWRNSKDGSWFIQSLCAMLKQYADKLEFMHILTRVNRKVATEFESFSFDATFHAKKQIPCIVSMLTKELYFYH
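System: Procaspase-3 D3A mutant. Medium: Zinc-free 300 mM NaCl, 50 mM HEPES, 0.01% Triton X-100. Schedule: 1 h preincubation plus 2 h reaction at 25 °C. Measured by: 405 nm absorbance of p-nitroaniline, reads at 0 and 120 min. Read-out: percent activation relative to control range.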
procasp7 counter = procaspase-7 activators, primary screen, counter-screen for procaspase-3 activator project, biochemical, absorbance, HTS, human; Caspase-7 (Homo sapiens), P55210; hit rate 0.093% among 330,000; recombinant procaspase-7, Ac-DEVD-pNA absorbance 405 nm; D23A/D198A/D206A triple mutant, cannot self-cleave; scale: DMSO 0, 5 µM enzyme 100; activation, % at 8.5 µM; AID 463210, 2010;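 active = percent activation above the screen-wide mean plus 3 SD, cut at about 25% in these data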
Target sequence (P55210 whole entry D23A/D198A/D206A): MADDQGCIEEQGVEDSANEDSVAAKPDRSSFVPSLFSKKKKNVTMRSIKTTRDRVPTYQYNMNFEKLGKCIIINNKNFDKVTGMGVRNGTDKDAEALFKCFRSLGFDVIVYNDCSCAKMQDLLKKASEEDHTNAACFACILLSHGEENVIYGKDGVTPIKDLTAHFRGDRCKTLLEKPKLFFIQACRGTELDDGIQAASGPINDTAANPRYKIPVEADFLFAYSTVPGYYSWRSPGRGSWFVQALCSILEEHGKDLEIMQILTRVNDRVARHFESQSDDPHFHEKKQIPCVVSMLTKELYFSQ
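buffer or medium = Zinc-free HEPES/NaCl buffer, pH 7.4 | material = Procaspase-7 triple mutant (PC-7 D3A) | input = 2 µM procaspase-7 mutant as dispensed | signal = Epi-absorbance of released pNA at 405 nm, two timepoints | timing = 1 h preincubation, 2 h reaction | replicates = singlicate compound testing | evaluation = % activation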
JMJD2C inh = inhibitors of GASC-1 histone demethylase, primary screen, biochemical, fluorescence, DELFIA europium; inhibition, % at 2.35 µM; Lysine-specific demethylase 4C (Homo sapiens), Q9H3R0; hit rate 0.069% among 330,000; GST-JMJD2C(1-420) H3K9me3 demethylation;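 active = more than half of a compound's replicate wells show inhibition beyond 50%, single wells judged on their own value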;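 note: signal counts dimethyl H3K9 product captured on neutravidin plate; 0% = median of DMSO wells and 100% = 0.3 times that DMSO median; strong numbers were not always called active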
CTSL1 counter = Fasciola hepatica cathepsin L1 inhibitors, primary screen, counter-screen for PFM18AAP inhibitor project, biochemical, QFRET, fluorogenic peptide substrate; recombinant F. hepatica cathepsin L1, Z-Leu-Arg-MCA fluorescence; inhibition, % at 5.96 µM; hit rate 0.49% among 300,000; AID 1906, 2009;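 active = inhibition above the mean of all tested compounds plus 3 SD, set per screening campaign, cut at about 17% in these data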;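 note: 0% = plate median of test compound wells and 100% = 1 µM Z-Phe-Ala-diazomethylketone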
GRK2 aptamer HTS = compounds blocking aptamer binding on GRK2 – biochemical, human GRK2, bead flow cytometry, HTS, primary screen; Beta-adrenergic receptor kinase 1 (Homo sapiens), P25098; FAM-aptamer displacement from GRK2; inhibition of aptamer binding, % at 10 µM; hit rate 0.59% among 330,000; AID 488847, 2010;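 active = inhibition of aptamer binding above 40%, roughly 3 SD of noise, on plates passing a quality check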;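 note: median bead fluorescence of bound FAM aptamer so fluorescent compounds give negative values; no value below 0 was filed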
PP5 primary = PP5 phosphatase inhibitors, primary screen, biochemical, fluorescence; purified PP5c, OMFP substrate fluorescence; inhibition, % at 6.7 µM; hit rate 0.18% among 320,000;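 active = inhibition above the campaign's mean inhibition across all tested compounds plus 3 SD, cut at about 9.5% in these data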;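 note: 0% = DMSO only and 100% = 100 µM cantharidin control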
Target sequence (P53041 whole entry, looked up): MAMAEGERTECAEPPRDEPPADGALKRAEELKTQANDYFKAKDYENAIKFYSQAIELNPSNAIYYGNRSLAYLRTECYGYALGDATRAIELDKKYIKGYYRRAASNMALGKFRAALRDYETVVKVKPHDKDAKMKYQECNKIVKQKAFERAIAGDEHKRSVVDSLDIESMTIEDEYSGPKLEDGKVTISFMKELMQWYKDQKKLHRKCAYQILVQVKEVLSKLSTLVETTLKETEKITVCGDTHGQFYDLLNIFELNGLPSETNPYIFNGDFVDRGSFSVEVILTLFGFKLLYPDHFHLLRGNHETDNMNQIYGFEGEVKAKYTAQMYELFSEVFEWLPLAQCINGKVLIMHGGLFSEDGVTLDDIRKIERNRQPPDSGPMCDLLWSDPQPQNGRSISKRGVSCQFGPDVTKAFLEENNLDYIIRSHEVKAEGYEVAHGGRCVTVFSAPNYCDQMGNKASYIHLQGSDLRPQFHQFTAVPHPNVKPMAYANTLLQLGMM
* hit, by the source's call; . = no result given. Compounds were not picked by outcome (roughly 2.6% active in at least one column).

SMILES	VLA-4 inh	HCV core dimer	PP1 counter	proCasp3 act	procasp7 counter	JMJD2C inh	CTSL1 counter	GRK2 aptamer HTS	PP5 primary
CCc1cc(C(=O)OC)c(NC(=O)CN2CCN(C(=O)C3CCCO3)CC2)s1 (stereo not drawn)	-1	-8	-2	8	-8	1	-1	0	-1.9
O=C(CSc1nnc(-c2ccncc2)n1-c1ccccc1)NC1CC1	22	2	-1	7	-5	6	0	0	2.5
O=C(CN1CCOCCOCCOCC1)Nc1ccccc1	2	-1	-3	1	9	1	2	0	1.1
COC(=O)COc1c(Cl)cc(Cl)c2ccc(C)nc12	1	-4	-1	7	8	-4	1	1	1.1
Cc1c(NC2=C(Cl)C(=O)N(c3ccccc3)C2=O)c(=O)n(-c2ccccc2)n1C	9	4	0	5	-11	1	-3	0	0.6
Cc1ccc(NS(=O)(=O)c2ccc(NC(=O)c3ccccc3C(=O)O)cc2)c(C)c1	-8	-7	4	7	-3	-1	1	0	1.9
Cn1c(NC(=O)c2ccc3c(c2)OCO3)cc(=O)n(C)c1=O	43	-13	2	0	-3	1	1	0	-0.9
N#CCN(CC#N)C(=O)C1c2ccccc2Oc2ccccc21	18	-7	-2	-1	8	0	-1	0	1.2
CCCCC1=CC2=CC(=O)C(C)(OC(=O)CC)C(=O)C2=CN1C(CO)CO (stereo not drawn)	49	6	-7	7	-9	-26	-1	0	1.7
CCC(=O)NC(c1ccc(Cl)cc1Cl)c1ccc2cccnc2c1O (stereo not drawn)	0	3	15	-4	2	20	3	3	1.6
COc1ccccc1NC(=O)COC(=O)c1[nH]c(=O)[nH]c(=O)c1N	13	.	.	-8	-19	53*	.	0	.
O=C(NCCCn1ccnc1)/C(=C\c1cccnc1)NC(=O)c1ccco1	7	2	-3	6	6	-3	1	0	-0.3
COc1ccc(C(=O)COC(=O)C(CCSC)NC(=O)COc2ccccc2)c(OC)c1 (stereo not drawn)	-12	6	-4	-2	7	-2	-12	0	4.2
O=C(CSc1nccc(=O)[nH]1)c1c[nH]c2ccccc12	12	-2	-2	-4	4	2	5	2	-0.7
Cc1cc(C(=O)C(C)Cl)c(C)n1Cc1ccco1 (stereo not drawn)	0	25	-1	-3	2	-1	2	0	-3.5
CCOC(=O)c1ccc(NC(=O)N2CCN(c3ccccc3OC)CC2)cc1	3	10	-5	7	7	-9	2	0	3.0
CCOc1ccc(C(=O)N2CCN(CC(=O)N3CCCC3)CC2)cc1OCC	-12	.	-3	5	1	0	.	0	-2.0
Cc1cccc(NC(=O)CSc2ncnc3nc[nH]c23)c1C	3	0	0	-7	-5	-11	-1	0	2.5
COC(=O)C1=C(C(=O)OC)[C@@H]2N(Cc3ccccc3)c3ccccc3[C@@]23C[C@@H](C(=O)OC)N(C(=O)c2cc(C)oc2C)C3=N1	2	12	2	8	8	7	2	2	-0.8
CCOC(=O)N1CCN(c2c(N3CCN(c4ccccn4)CC3)c(=O)c2=O)CC1	23	-5	0	3	5	1	2	0	1.1
O=C(OCn1nnc2ccccc2c1=O)c1cn(-c2ccccc2)nc1-c1cccnc1	2	24	3	-2	-18	14	2	0	0.9
CC1(C)Cc2c(sc3nnn(CC(=O)Nc4ccccc4)c(=O)c23)CO1	-5	-2	3	-1	11	5	0	0	1.0
COC(=O)CN1C(=S)N(c2ccccc2)C(=O)C1CC(=O)Nc1ccc(Cl)cc1 (stereo not drawn)	2	-10	3	7	-4	-1	1	0	3.8
CC1Sc2ccc(S(=O)(=O)NCCc3ccc(Cl)cc3)cc2NC1=O (stereo not drawn)	9	14	1	6	6	14	-1	0	2.9
Cc1nn(-c2ccc(F)cc2)c(C)c1CN1CCN(CCc2ccccc2)C(CCO)C1 (stereo not drawn)	-1	-1	0	-2	3	4	-4	0	1.2
COc1cccc(-c2c(C(=O)N/N=C(\C)c3ccc(Cl)s3)nnn2-c2nonc2N)c1	6	14	4	0	0	-7	-5	4	1.9
COC(=O)c1cn(NC(=O)c2ccc(OC)c([N+](=O)[O-])c2)c(=O)c2ccccc12	6	1	-1	3	5	104	-2	9	0.1
CCOC(=O)c1c(C)[nH]c(C(=O)CN(C)CC(=O)Nc2ccccc2Cl)c1C	-2	.	3	1	8	6	.	0	7.9
CCOC(=O)CNc1nc(C#N)nc(N2CCOCC2)n1	-6	2	-2	4	5	-40	23*	0	-0.1
O=C(COc1ccc(Br)cc1)Nc1cc(S(=O)(=O)N2CCCCC2)ccc1N1CCCCC1	8	16	-1	-5	7	3	-1	2	0.9
CCN(CC)C(=O)C(=O)c1cccn1-c1c(Cl)cccc1C#N	9	-4	2	4	-1	-4	-1	0	2.7
Cc1ccc(N2C(=O)c3ccccc3C2Nc2ccc(S(=O)(=O)N3CCOCC3)cc2)nc1 (stereo not drawn)	-123	18	2	0	9	-9	-3	3	0.5
CCOC(=O)c1c2c(n(C)c1COC)C(=O)C(=O)c1ccc(Br)cc1-2	-18	-9	10	6	5	-8	6	0	-7.1
COC(=O)[C@]1(C)CCC[C@@]2(C)C3CC[C@@]4(C)C[C@]3(CCC21)CC4=NO (stereo partly drawn)	9	.	-4	0	7	4	.	0	-0.1
O=C(COC(=O)c1cccc(S(=O)(=O)N2CCOCC2)c1)NCc1ccc2c(c1)OCO2	-14	.	.	13	0	-9	.	2	.
C/C(=C\C(=O)c1ccccc1)Nc1ccc(N2CCOCC2)cc1	45	-6	0	-3	0	-8	-3	10	1.6
CC(OC(=O)c1cc(Br)ccc1O)C(=O)NC1(C#N)CCCCC1 (stereo not drawn)	-8	-4	1	-2	2	-4	8	4	0.6
COc1cc(CN2CCCC(CO)(Cc3cccc(Cl)c3)C2)cc2c1OCO2 (stereo not drawn)	-6	-2	-4	2	2	10	6	0	2.9
CCCCOc1ccc(OCCNS(=O)(=O)N(C)C)cc1	1	5	1	5	6	-6	-2	0	4.0
O=S(N1CCCCC1)C12CC3CC(CC(C3)C1)C2 (stereo not drawn)	33	-1	2	-1	12	121	-7	0	-1.5

Rewritten with bars between the fields: part of the list above.
compound | VLA-4 inh | HCV core dimer | PP1 counter | proCasp3 act | procasp7 counter | JMJD2C inh | CTSL1 counter | GRK2 aptamer HTS | PP5 primary
CCc1cc(C(=O)OC)c(NC(=O)CN2CCN(C(=O)C3CCCO3)CC2)s1 (stereo not drawn) | -1 | -8 | -2 | 8 | -8 | 1 | -1 | 0 | -1.9
O=C(CSc1nnc(-c2ccncc2)n1-c1ccccc1)NC1CC1 | 22 | 2 | -1 | 7 | -5 | 6 | 0 | 0 | 2.5
O=C(CN1CCOCCOCCOCC1)Nc1ccccc1 | 2 | -1 | -3 | 1 | 9 | 1 | 2 | 0 | 1.1
COC(=O)COc1c(Cl)cc(Cl)c2ccc(C)nc12 | 1 | -4 | -1 | 7 | 8 | -4 | 1 | 1 | 1.1
Cc1c(NC2=C(Cl)C(=O)N(c3ccccc3)C2=O)c(=O)n(-c2ccccc2)n1C | 9 | 4 | 0 | 5 | -11 | 1 | -3 | 0 | 0.6
Cc1ccc(NS(=O)(=O)c2ccc(NC(=O)c3ccccc3C(=O)O)cc2)c(C)c1 | -8 | -7 | 4 | 7 | -3 | -1 | 1 | 0 | 1.9
Cn1c(NC(=O)c2ccc3c(c2)OCO3)cc(=O)n(C)c1=O | 43 | -13 | 2 | 0 | -3 | 1 | 1 | 0 | -0.9
N#CCN(CC#N)C(=O)C1c2ccccc2Oc2ccccc21 | 18 | -7 | -2 | -1 | 8 | 0 | -1 | 0 | 1.2
CCCCC1=CC2=CC(=O)C(C)(OC(=O)CC)C(=O)C2=CN1C(CO)CO (stereo not drawn) | 49 | 6 | -7 | 7 | -9 | -26 | -1 | 0 | 1.7
CCC(=O)NC(c1ccc(Cl)cc1Cl)c1ccc2cccnc2c1O (stereo not drawn) | 0 | 3 | 15 | -4 | 2 | 20 | 3 | 3 | 1.6
COc1ccccc1NC(=O)COC(=O)c1[nH]c(=O)[nH]c(=O)c1N | 13 | . | . | -8 | -19 | 53* | . | 0 | .
O=C(NCCCn1ccnc1)/C(=C\c1cccnc1)NC(=O)c1ccco1 | 7 | 2 | -3 | 6 | 6 | -3 | 1 | 0 | -0.3

(list continues)
SMILES	VLA-4 inh	HCV core dimer	PP1 counter	proCasp3 act	procasp7 counter	JMJD2C inh	CTSL1 counter	GRK2 aptamer HTS	PP5 primary
O=C(CSc1nnc2c(Cl)cc(C(F)(F)F)cn12)NCc1ccc(F)cc1	-1	7	-2	-2	15	7	1	3	-1.3
CCCc1ccc2oc(C(=O)N3CCC(O)CC3)c(C)c2c1	-5	-3	-2	6	-3	-3	-2	0	2.8
Cc1ccnn1-c1ccc(C(=O)NCC(c2ccco2)N2CCCC2)cc1 (stereo not drawn)	-10	.	-2	2	16	10	.	0	0.4
COc1ccc(N2CCN(C3CC(=O)N(c4ccc5c(c4)OCCO5)C3=O)CC2)cc1 (stereo not drawn)	-8	4	-2	-17	-25	-1	-8	6	2.7
C/C=C1\NC(=O)[C@H](C)NC(=O)[C@@H](NC(=O)[C@@H](Cc2ccc(O)cc2)NC(=O)[C@@H](NC(=O)/C(C)=C/C)C(C)C)[C@@H](C)OC(=O)[C@H](CCCCc2ccc(O)cc2)NC(=O)[C@@H](CCC(=O)O)NC1=O	23	.	.	0	10	.	.	5	.
Cc1ccc(-c2cc3ccccc3nc2N2CCCC2)cc1	6	2	-2	-1	3	-4	2	2	-0.3
CNc1snc(C)c1C(=O)OC(C)C(=O)Nc1ccc(F)cc1 (stereo not drawn)	0	.	-6	9	-4	-5	.	2	1.4
CCCCNS(=O)(=O)c1ccc(S(=O)(=O)NCc2ccncc2)cc1	11	-2	-1	-1	2	-3	0	0	-0.2
O=C(N/N=C/c1cccc(OC2CSC2)c1)c1ccccc1O	4	9	1	-8	2	-20	6	0	0.5
COc1cc(Cl)c(CN2CCC(CO)(CCOc3ccccc3)CC2)cc1OC	0	-8	-2	1	7	7	-1	2	-0.6
COc1ccc(/C=N/NC(=O)c2ccc(COc3ccccc3Cl)o2)cc1	8	14	3	-1	4	2	1	0	2.2
O=C(CN1CCN(c2ccc([N+](=O)[O-])cc2)CC1)c1ccccc1	10	13	2	-4	1	3	7	0	0.7
